# RECQ1 inh – RECQ1 (human) helicase inhibition; P46063; RECQ1 DNA unwinding, red fluorescence kinetic read; Potency, µM (series often up to 57.3 µM), without a hit: at the highest dose activity, negative = inhibition, usual class: inhibitors; 240,000 compounds, 0.54% hits;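 also: plate controls were vehicle for no effect and no enzyme for full effect; nearly all actives have a fitted effect of over 30% in size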
# Target sequence (P46063 whole entry, looked up): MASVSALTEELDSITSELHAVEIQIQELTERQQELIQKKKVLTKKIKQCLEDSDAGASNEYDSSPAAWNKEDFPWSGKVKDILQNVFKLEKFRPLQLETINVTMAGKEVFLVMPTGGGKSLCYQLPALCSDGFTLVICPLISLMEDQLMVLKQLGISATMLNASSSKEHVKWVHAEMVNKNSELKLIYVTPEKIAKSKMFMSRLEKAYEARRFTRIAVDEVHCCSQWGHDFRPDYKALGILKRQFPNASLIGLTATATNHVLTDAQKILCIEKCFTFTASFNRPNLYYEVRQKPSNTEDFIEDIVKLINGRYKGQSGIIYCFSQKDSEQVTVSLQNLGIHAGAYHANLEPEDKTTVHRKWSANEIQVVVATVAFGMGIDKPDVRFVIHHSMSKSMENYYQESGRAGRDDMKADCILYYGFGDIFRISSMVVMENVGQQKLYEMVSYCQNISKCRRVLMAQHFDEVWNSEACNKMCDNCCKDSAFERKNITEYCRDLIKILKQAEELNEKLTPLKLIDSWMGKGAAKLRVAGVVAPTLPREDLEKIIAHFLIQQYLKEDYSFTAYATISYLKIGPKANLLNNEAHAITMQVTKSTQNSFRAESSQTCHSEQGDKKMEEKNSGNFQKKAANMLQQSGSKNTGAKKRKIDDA
#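 50 nM RECQ1T1 preincubated 15 min with compound in Tris pH 8.0 buffer with MgCl2, DTT, Tween-20 and 2.5 ug/ml poly(dI-dC); started with 200 nM TAMRA/BHQ-2 forked duplex and 2 mM ATP. Unwinding read as fluorescence (525/598 nm), two reads 2 h apart.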
# Tau fluor counter – counter-screen for tau fibril formation inhibitors. tau K18 P301L Alexa594 fluorescence, heparin fibrillization. Potency, µM (highest dose often 57.7 µM), for inactives: top-dose activity change, negative = decrease. 280,000 compounds, 0.93% hits. AID 1463; also: % is scaled to controls: 0 for no effect and ±100 for the full control effect; nearly all actives have a fitted effect of over 55% in size
#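 Human tau K18 P301L (15 uM unlabeled, 0.24 uM Alexa 594-labeled) in 100 mM sodium acetate pH 7 with 20 uM heparin, 6 hr at 37 C. ThT 30 uM added, 1 hr ambient; Alexa 594 FP and total fluorescence read at 555/632 nm.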
# L3MBTL1 inh – inhibitors of human L3MBTL1. Q9Y468. AlphaScreen L3MBTL1–H3K9me1 peptide binding. Potency, µM (top dose mostly 57.1 µM), for the others: at the top dose activity, negative = inhibition, most hits filed as inhibitors. 230,000 compounds, 0.66% hits; also: % is scaled to controls: 0 for no effect and ±100 for the full control effect; nearly all actives have a fitted effect of over 60% in size
#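 Read-out is AlphaScreen signal from streptavidin donor and nickel chelate acceptor beads (10 ug/mL final each) bridging L3MBTL1 (50 nM) and biotinylated K9-monomethylated H3(1-15) peptide (75 nM), after 30 min compound exposure at room temperature.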
# TexasRed fluor – alters Texas Red total fluorescence, flagging assay interference; TRb/SRC2 Texas Red total fluorescence interference; Potency, µM (titrated, usually from 106 µM), for inactives: at the highest dose fluorescence change, negative = quenching; 280,000 compounds, 0.29% hits; AID 1479; active = well fitted curve in either direction with a large enough effect; inconclusive = small, poorly fitted or top-dose-only effect; also: % is scaled to controls: 0 for no effect and ±100 for the full control effect
#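 Flags fluorescent or light-absorbing compounds by total fluorescence, S + 2P, at 555 nm excitation and 632 nm emission. Mixture: 20 nM Texas Red SRC2 peptide, 0.6 uM human TRb LBD, 1 uM T3, 5% DMSO; compound exposure 5 h at ambient temperature.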
# Tau ThT inhib – blocks human tau fibril formation measured by thioflavin T | P10636 | Potency, µM (titrated, usually from 57.4 µM), for the others: at the top dose activity, negative = inhibition, most hits filed as inhibitors | 270,000 compounds, 2.1% hits | recombinant tau K18 P301L, heparin-induced fibrillization, ThT fluorescence | AID 1460; also: % is scaled to controls: 0 for no effect and ±100 for the full control effect; nearly all actives have a fitted effect of over 55% in size
#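 Using a mix of unlabeled (15 uM) and Alexa 594-labeled (0.24 uM) tau K18 P301L, heparin-triggered fibrillization over 6 hr at 37 C was scored by ThT fluorescence.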
# TRb SRC2 PPI – disrupts binding of human TR beta to SRC2 | Potency, µM (top dose mostly 106 µM), for the others: at the highest dose activity change, negative = inhibition, most hits filed as inhibitors | TRbeta-SRC2 peptide binding, fluorescence polarization; receptor liganded with 1 µM T3 | P10828 | 280,000 compounds, 0.065% hits;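 also: plate controls were bound peptide for no effect and peptide without receptor for full effect; nearly all actives have a fitted effect of over 50% in size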
# Target sequence (P10828 whole entry, looked up): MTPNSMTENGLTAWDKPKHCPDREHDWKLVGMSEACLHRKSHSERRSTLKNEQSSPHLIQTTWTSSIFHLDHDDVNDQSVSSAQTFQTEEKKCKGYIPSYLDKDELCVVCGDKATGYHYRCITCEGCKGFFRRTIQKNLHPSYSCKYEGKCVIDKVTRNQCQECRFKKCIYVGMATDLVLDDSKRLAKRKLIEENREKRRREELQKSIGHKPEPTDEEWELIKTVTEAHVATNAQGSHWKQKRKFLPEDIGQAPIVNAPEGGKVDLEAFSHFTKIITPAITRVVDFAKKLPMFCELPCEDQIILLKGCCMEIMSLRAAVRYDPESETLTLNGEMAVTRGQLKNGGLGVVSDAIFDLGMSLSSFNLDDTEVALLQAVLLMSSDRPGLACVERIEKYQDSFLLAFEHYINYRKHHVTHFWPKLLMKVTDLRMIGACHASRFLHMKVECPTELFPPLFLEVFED
#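 Each compound concentration gave % activity, normalized to unbound and bound Texas Red SRC2 controls, from polarization read after 5 hr ambient incubation with T3-loaded human TRb LBD.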
# Tau fibril FP – blocks human tau fibril formation measured by polarization; P10636; K18 P301L tau heparin fibrillization, Alexa594 FP, 6 h; Potency, µM (doses to about 57.7 µM), without a hit: top-dose activity, negative = inhibition, usual class: inhibitors; 280,000 compounds, 0.39% hits; AID 1468; also: % is scaled to controls: 0 for no effect and ±100 for the full control effect; nearly all actives have a fitted effect of over 55% in size
#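 Human K18 P301L fragment (15 uM unlabeled plus 0.24 uM Alexa 594-labeled) in 100 mM sodium acetate pH 7 with compound, aggregation induced by 20 uM heparin for 6 hr at 37 C. ThT (30 uM) added for 1 hr, then Alexa 594 FP read.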
# HTT ATP protect – cytoprotection in Huntington HTT-Q103 PC12 cell model; PC12 HTT-Q103 induced, cytoprotection, ATP luminescence, 40 h; Potency, µM (titrated, usually from 56.4 µM), without a hit: cytoprotection (ATP increase), actives largely listed as activators; 230,000 compounds, 0.14% hits; AID 1471;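 also: % of control where 0% means no effect; nearly all actives have a fitted effect of over 45% in size; toxic huntingtin expression switched on by the ecdysone agonist tebufenozide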
#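 ATP quantification (ATPlite) reports survival of PC12 cells in which tebufenozide, 100 nM final, switches on Htt exon 1 with 103 glutamines linked to GFP; compounds are titrated.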
# Active calls of the source: *; i = inactive; ? = inconclusive; . = no result given; & = joins results of further samples; ! = not active in a repeat; [ ] = dose if it differs, or a comment. Unless noted, calls follow the shape of the dose curve; as a rule, active = well fitted curve in the direction sought with a large enough effect; inconclusive = small, poorly fitted or top-dose-only effect, or another doubt; inactive = no such curve, though single readings can be large; an effect the other way counts as inactive or inconclusive. Potency is read from the fitted curve at half-maximal effect. A portion of the library; count on the stated rates, not on these rows.
SMILES,RECQ1 inh,Tau fluor counter,L3MBTL1 inh,TexasRed fluor,Tau ThT inhib,TRb SRC2 PPI,Tau fibril FP,HTT ATP protect
Cc1cccn2c(=O)c3c(nc12)N1CCc2ccccc2C1C1(C3)C(=O)NC(=O)N(C)C1=O (configuration not stated),i,4%,.,-9%,?,-10%,12%,-89%[inhibitor][10 µM]
C[C@H]1CCCC(=O)CCC/C=C/c2cc(O)cc(O)c2C(=O)O1,-11%&-8%&-3%,-21%,.,0%,-8%,0%,-10%,-28%&-125%
CSC(=S)NCc1c[nH]c2ccccc12,-9%&-1%,?,.,-3%&-1%,-10%,3%&9%,0%,-26%
NC[C@@H](CC(=O)O)c1ccc(Cl)cc1,-9%,-4%,.,?,-1%,2%,-2%,?
Cc1cc(OCC(=O)Nc2cc(C)nn2-c2ccccn2)c2c3c(c(=O)oc2c1)CCC3,20%,0%,4%,5%,-14%,1%,-1%,8%[0.074 µM]
Cc1nc2cc(C(F)(F)F)ccc2n1C1CCN(Cc2nnnn2Cc2cccs2)CC1,7%,-6%,.,-2%,-20%,2%,-4%,-17%
C1CC[C@H]([C@@]23C[C@H](C[C@H]4CCCN[C@H]42)[C@@H]2CCCCN2C3)NC1,0%,-15%,.,1%,-12%,-1%,2%,-7%
O=C(COc1ccccc1)N1CCN(Cc2c[nH]c3ccccc23)CC1,i,-9%,2%,-2%,-6%,-8%,5%,-19%
COC(=O)c1ccc(CN2CCN(Cc3ccccc3)CC2)cc1,-3%,1%,9%,-1%,-8%,0%,2%,-8%
COP(=O)(C#Cc1ccccc1)C(O)c1ccc(Br)cc1 (configuration not stated),-1%,-1%,.,-1%,.,3%,10%,-2%[10 µM]
O=c1[nH]c(=S)n(-c2ccc(F)cc2)c(O)c1/C=N/N1CCOCC1,-15%,-8%,5%,0%,-12%,-1%,5%,-7%[10 µM]
O=c1c2ccccc2nc(-c2ccccc2)n1-c1cccc(O)c1,-8%,-10%,-2%,1%,-7%,-8%,-3%,-17%[10 µM]
O=c1c2ccccc2nc(/C=C/c2cccnc2)n1Cc1ccccc1,-7%,-7%,6.3µM*,-1%,?,-6%,-2%,15%[10 µM]
CC(C)Oc1ccc(NC(=O)c2cc3ccccc3o2)cc1,.,?,.,0%,-15%,-2%,-1%,.
CCCCOCC1CO1 (configuration not stated),2%,.,.,-4%,.,-3%,.,-53%[inhibitor]
O=C(Nc1ccc(OC(F)(F)F)cc1)Oc1ccccc1N1CCOCC1,i,-16%,.,0%,.,-5%,?,16%[10 µM]
CC(Cc1ccccc1)NC(=O)NC(C)Cc1ccccc1 (configuration not stated),-9%,-6%,.,-3%,-6%,-6%,-7%,-35%
COc1cc(/C=C2\C(=O)NC(=O)N(c3ccccc3)C2=O)cc(OC)c1O,4%,-22%,.,2%,?,-2%,?,?
CC(C)NC(C)C,-2%,.,.,-3%,.,2%,.,10%
O=C(C(=O)N1CC=C(c2ccccc2)CC1)c1c[nH]c2ccccc12,-9%,?,-11%,4%,-9%,-3%,?,-2%[10 µM]
NCCc1ccc(S(=O)(=O)F)cc1,-3%,-7%,-7%,-2%,-11%,3%,-5%,-16%[1.9 µM]
COc1cc(C2SCC(=O)Nc3c2c(C)nn3-c2ccccc2)cc(OC)c1OC (configuration not stated),i,2%,.,2%,3%,-7%,0%,8%
Nc1ccc(-c2ccc(N)c(Cl)c2)cc1Cl,-5%,.,.,-2%[201 µM],.,-8%[201 µM],.,-103%[inhibitor]
CN(C(=O)Oc1ccc(C(C)(C)C)cc1)c1ccccc1,i,-3%,-1%[11.4 µM],-1%,-5%,-3%,0%,-28%
CCCN1CCO[C@@H]2c3cc(O)ccc3OC[C@@H]21,i,-2%,.,-2%,-8%,3%,9%,1%

# Carrying on.
SMILES,RECQ1 inh,Tau fluor counter,L3MBTL1 inh,TexasRed fluor,Tau ThT inhib,TRb SRC2 PPI,Tau fibril FP,HTT ATP protect
S=C=Nc1ccccn1,i,-2%,.,0%,-6%,-3%,-1%,-20%
COc1ccc(CN2CCN(c3ccccc3)CC2)c(C)c1C,-9%,-26%,.,2%,?,-1%,-2%,-16%
Cc1ccc(-n2c(C)cc(/C=C3/C(=O)NC(=O)N(Cc4ccco4)C3=O)c2C)cc1,?,-19%,?,6%,?,-7%,10%,-7%[10 µM]
O=c1c2ccccc2nc(Cc2ccccc2)n1-c1ccc(O)cc1,i,10%,13%,-1%,4%,-1%,-2%,-32%[10 µM]
c1cc2c(cc1C1OC[C@@H]3C(c4ccc5c(c4)OCO5)OCC13)OCO2 (some centres not stated),-13%,-24%,.,-6%,?,-6%,-4%,.
Clc1ccc(-c2nc3ccc(Cl)cn3c2CN2CCOCC2)cc1,-9%,3%,-3%,-6%,-5%,-4%,6%,-17%[10 µM]
O=C(Nc1ccc(F)cc1F)c1cccn(Cc2ccccc2)c1=O,-3%,-5%,30%[activator],-5%,3%,-7%,-1%,-19%[10 µM]
COc1ccc(C)cc1NC1=NCCCS1,-1%,-1%,-2%,-4%,-1%,-1%,1%,-28%
O=c1c2ccccc2nc(CNCc2ccco2)n1-c1ccc(F)cc1,-1%,1%,-2%,1%,-12%,-3%,-3%,.
O=C(c1ccc2c(c1)OCO2)C1CCCN(Cc2ccccn2)C1 (configuration not stated),-12%,3%,-13%,0%,3%,0%,0%,10%[10 µM]
Nc1ncc2[nH]cnc2n1,i,4%,4%&9%,0%,0%,4%,-1%,-33%
Cc1ccc(C(=O)O)cc1N=Nc1c(O)[nH]c(=O)[nH]c1=O,4%,6%,15%,-11%,?,2%,6%,-13%
C=C1C(=O)O[C@@H]2C[C@@H](C)[C@@H]3C=CC(=O)[C@@]3(C)[C@@H](O)[C@H]12,i,8.9µM*![quencher],.,-6%&3%,3.5µM*,4%&-3%,4µM*,?
O=c1[nH]c(=O)n(C2CCCCC2)c(O)c1C1NCCc2ccccc21 (configuration not stated),i,?,.,-2%,?,-21%,?,-13%[0.074 µM]
COc1ccc(CCNCc2ccccn2)cc1OC,2%,6%,.,-3%,2%,-3%,3%,-12%
S=C1Nc2ccccc2Sc2ccccc21,18%,-24%,-13%,1%,-15%,-2%,-15%,?
CCOC(C(=O)OCCC[N+](C)(CC)CC)(c1ccccc1)c1ccccc1,-11%,-7%,.,-1%,-8%,10%,2%,-15%
O=c1[nH]c(=O)n(Cc2ccc(F)cc2)c(O)c1C=NCCCn1ccnc1,-6%,0%,.,0%,-3%,-5%,9%,-8%
CN1C(=O)C(Cc2c[nH]c3ccccc23)C(=O)N(C)C1=O,2%,-28%,-15%,-7%,22µM*,-2%,?,-11%[0.074 µM]
CS(=O)(=O)Nc1ccc(Cc2noc(-c3ccc4[nH]cc(CCN)c4c3)n2)cc1,7%&-1%,?,.,-1%&-2%&-1%,-3%&-17%&-3%,1%&2%&4%,-11%&11%&-5%,-3%&1%
COc1ccc(CCn2c(O)c(C=NC3CC3)c(=O)[nH]c2=O)cc1OC,-3%,8%,-1%,1%,6%,7%,1%,-7%
CCN1CCC2(CCNC2)C1 (configuration not stated),-15%,-1%,8%,-5%,3%,1%,-3%,3%
CS(=O)(=O)c1ncc(Cl)c(C(=O)Nc2c(C(=O)Nc3ccccc3)oc3ccccc23)n1,.,-28%,.,6%,8.9µM*,-5%,-7%,.
Cc1ccc(N2C(=O)/C(=C/c3ccc(CN(CCC#N)S(C)(=O)=O)o3)C(=O)NC2=S)cc1,?,-22%,32µM*,7%,22µM*,14%,?,8%
O=c1[nH]c(=O)n(Cc2ccco2)c(O)c1C=NCCN1CCNCC1,-4%,-4%,2%,-2%,-13%,-2%,-1%,11%[10 µM]

# Record cards, from the list above.
# O=c1[nH]c(=O)n(C2CCCCC2)c(O)c1C1NCCc2ccccc21 (configuration not stated) is listed with RECQ1 inh: i; Tau fluor counter: ?; L3MBTL1 inh: .; TexasRed fluor: -2%; Tau ThT inhib: ?; TRb SRC2 PPI: -21%; Tau fibril FP: ?; HTT ATP protect: -13%[0.074 µM]
# O=c1c2ccccc2nc(Cc2ccccc2)n1-c1ccc(O)cc1 is listed with RECQ1 inh: i; Tau fluor counter: 10%; L3MBTL1 inh: 13%; TexasRed fluor: -1%; Tau ThT inhib: 4%; TRb SRC2 PPI: -1%; Tau fibril FP: -2%; HTT ATP protect: -32%[10 µM]

# (continued)
SMILES,RECQ1 inh,Tau fluor counter,L3MBTL1 inh,TexasRed fluor,Tau ThT inhib,TRb SRC2 PPI,Tau fibril FP,HTT ATP protect
CCCSc1nc2ccccc2c(=O)n1-c1ccccc1OC,.,-16%,.,-22%,?,-4%,-2%,.
CC(=O)Nc1ccc(OC(=O)N(C)c2ccccc2)cc1,2%,4%,.,2%,0%,1%,4%,-1%
O=S1(=O)N(Cc2ccccc2)CCCN1Cc1ccc(F)cc1Cl,.,-24%,.,-3%,-10%,1%,-4%,.
Cc1ccc(CN2CCN(Cc3ccccc3F)CC2)cc1,i,2%,0%,-1%,-3%,2%,2%,-46%
C=CCn1c(O)c(/C(CC)=N/NC(=S)Nc2ccccc2)c(=O)[nH]c1=O,-12%,-28%,0%,2%,?,.,7%,19%[10 µM]
CN1CCCCC1c1cccnc1 (configuration not stated),-1%,-9%,.,-2%,-7%,-2%,-1%,-6%
CCCCS(=O)(=O)N1CCN(C(=N)N[N+](=O)[O-])CC1,i,-1%,.,0%,0%,-1%,0%,9%
COc1cccc(-c2cc(C(F)(F)F)n3nc(C(=O)N4CCC5(CC4)OCCO5)cc3n2)c1,-11%,-4%,3%,-1%,-16%,-4%,9%,-14%
CCCCN1CCC(O)(c2ccccc2)C(C(=O)c2ccccc2)C1 (configuration not stated),0%,-6%,6%,-4%,-7%,-8%,-2%,-1%[10 µM]
O=C1NC(=O)N(C2CCCCC2)C(=O)C1C1c2ccccc2C(=O)N1Cc1ccccc1 (configuration not stated),18%,1%,-2%,0%,-10%,1%,1%,0%
O=C(N/N=C/c1c(O)n(Cc2ccccc2)c(=O)[nH]c1=O)c1ccccc1O,-5%,-5%,14%,-8%,8%,-4%,?,33%[10 µM]

# Screening results: PubChem, National Center for Advancing Translational Sciences (NCATS)
